Screens from PubChem BioAssay.
human PMI inhibition = inhibitors of human PMI, primary screen, biochemical, fluorescence intensity, coupled assay (AID 1209) | purified PMI enzyme, coupled fluorescence intensity; higher % means a stronger effect | actives 0.42% (n = 190,000) | one-dose inhibition, % at 20 µM; IC50 in µM for titrated hits;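 further: plate controls were DMSO vehicle for no effect and wells lacking substrate for full effect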
UTI89 phage lysis = inhibition of K1F phage lysis, E. coli UTI89, bacterial capsule biogenesis inhibitors, alamar blue (AID 488966); inhibition, % at 100 µM; hits with a dose series show IC50 in µM; E. coli UTI89 K1F phage lysis, alamar blue, 2 h; higher % means a stronger effect; actives 0.02% (n = 340,000);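 active means phage lysis inhibition, versus mean bacterial control, above a set limit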;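 further: capsule biogenesis inhibitors block K1F phage lysis so surviving cells raise fluorescence; higher fluorescence means more inhibition of phage lysis; actives were called in the ten point dose series up to 300 µM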
P. falciparum M17LAP = P. falciparum M17LAP inhibitors, primary screen, biochemical, fluorogenic H-Leu-NHMec substrate, 1536-well (AID 1619). one-dose inhibition, % at 30 µM; IC50 in µM for titrated hits. recombinant M17LAP, H-Leu-NHMec fluorogenic kinetic assay; higher % means a stronger effect. actives 0.38% (n = 220,000);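 active means compound inhibiting the enzyme by more than half at any dose during confirmatory dose-response retesting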;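 further: plate controls were full reaction with DMSO carrier for no effect and no enzyme background for full effect; strong numbers were not always called active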
M1AAP inhibition = malaria alanyl aminopeptidase activity blockers – biochemical, fluorogenic H-Leu-NHMec substrate, 1536-well (AID 1445) | recombinant M1AAP, H-Leu-NHMec fluorogenic kinetic assay; higher % means a stronger effect | inhibition, % at 30 µM, or IC50 in µM where a hit was titrated | actives 0.42% (n = 220,000);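 active means primary inhibition above the hit cutoff, then over 50% inhibition at one or more dose response concentrations, cut at about 23% in these data, passing the limit was not always enough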;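 further: plate controls were DMSO full reaction for no effect and no enzyme background for full effect; strong numbers were not always called active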
T cell modulator = modulates CD8 T cell binding to vesicles | actives 0.068% (n = 330,000) | 2C CD8+ T cell-vesicle binding, flow cytometry; hits give low values | calls only at 7 µM;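 active means response, share of CD8 T cells binding vesicles, and their 90th percentile fluorescence all below set limits, cut at about 80% in these data, passing the limit was not always enough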
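material = purified 2C TCR transgenic mouse naive CD8+ T cells | controls = Unloaded micro-vesicles (low), QL9 vesicles with 0.7% DMSO (high) | detection = cytometric PE anti-B7-1 and Alexa647 anti-CD8 signals after 1% paraformaldehyde fixation | incubation = binding step 1.5 h, 37 °C, antibody labelling 20 min, ice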
West Nile virus CPE = inhibition of WNV-induced cytopathic effect – cell-based, CPE readout (AID 1621); West Nile virus-infected cells, CPE inhibition; higher % means a stronger effect; actives 0.02% (n = 290,000); one-dose CPE inhibition, % at 10 µM; IC50 in µM for titrated hits; in the data active means a potency from the dose series; further: strong numbers were not always called active
TNAP activation fold = stimulation of alkaline phosphatase TNAP activity – biochemical, luminescent, no phosphate acceptor, uHTS, primary screen (AID 1001). purified TNAP, luminescent activation assay, no phosphate acceptor; higher activation fold means a stronger effect. activation fold at 20 µM, or EC50 in µM where a hit was titrated. actives 0.03% (n = 200,000); in the data active means activation fold from about 3, or a potency from the dose series; inactive means the rest, 99 in 100 with activation fold below about 1.6; further: many of its hits are not listed in these tables
RSV CPE inhibition = inhibition of RSV-induced cytopathic effect – HEp-2 cells, primary 10 µM value included (AID 2391) | HEp-2 cells, RSV-induced CPE inhibition; higher % means a stronger effect | one-dose CPE inhibition, % at 10 µM; IC50 in µM for titrated hits | actives 0.13% (n = 310,000); in the data active means a potency from the dose series; further: strong numbers were not always called active
PMI inhibition = human PMI inhibitors, high substrate, primary screen, biochemical, fluorescence intensity, high mannose 6-phosphate (AID 1220); one-dose inhibition, % at 20 µM; IC50 in µM for titrated hits; actives 0.66% (n = 190,000); recombinant PMI enzyme, coupled fluorescence intensity; higher % means a stronger effect
T cell modulator vesicle-bound % = recorded beside T cell modulator, whose call it bears; double positive events, %; measured here: CD8+ vesicle-bound cell fraction;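 binding gate set so that unloaded-vesicle control wells show 10% double positive cells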
* hit, by the source's call; i = inactive; / = not tested or not shown; [ ] = another dose, or the depositor's remark. Unless noted, no stated cut-off is given here; in the data, active means inhibition above about 50%; inactive means the rest.

structure	human PMI inhibition	UTI89 phage lysis	P. falciparum M17LAP	M1AAP inhibition	T cell modulator	T cell modulator vesicle-bound %	West Nile virus CPE	TNAP activation fold	RSV CPE inhibition	PMI inhibition
COc1ccccc1NC(=O)CN1CCN(CC(=O)Nc2ccc(OC)c(OC)c2)CC1	/	0.3%	/	/	i	63.3	-0.4%	/	-0.2%	/
N#C/C(=C/c1cc[nH]c1)C(N)=S	-49.1%	0.6%	10.4%	9.9%	i	44.0	-0.1%	1.3	0.3%	-57.6%
CCOc1cc(NC(=O)c2cccs2)c(OCC)cc1NC(=O)c1cccnc1	0.9%	-0.1%	1.8%	4.1%	i	33.7	0.2%	1.1	2.3%	-3.6%
Clc1cccc(N2CCN(Cc3ccc(Br)o3)CC2)c1	/	-0.1%	/	/	i	39.7	-1.2%	/	0.8%	/
COc1ccc(C2Nc3ccccc3C(=O)N2Cc2ccccc2)cc1 (stereo not drawn)	/	0.2%	/	/	i	40.1	-0.1%	/	-0.2%	/
O=C(c1ccccc1)c1c(O)cc(-c2ccccc2)oc1=O	-3.8%	1.2%	19.6%	9.1%	i	40.5	0.4%	1.1	0.9%	-1.4%
Cc1ccc(NS(=O)(=O)c2ccc(C)c(C(=O)N3CCOCC3)c2)cc1	/	1.3%[50 µM]	/	/	i	18.5	-0.7%	/	1.2%	/
O=C(c1ccc(F)cc1)N1CCCC(C(=O)N2CCc3ccccc3C2)C1 (stereo not drawn)	/	0.5%	-4.9%	-0.3%	i	7.1	0.0%	/	/	/
Cn1cc(CN2CCN(Cc3ccccc3)CC2)c(-c2cccc(Cl)c2)n1	12.9%	2.1%[50 µM]	-5.0%	9.4%	i	58.2	-0.3%	1	-0.4%	6.0%
NC(=O)/C(=C/c1ccc2c(c1)OCO2)NC(=O)c1ccco1	3.3%	1.8%	31.6%	1.8%	i	53.1	0.3%	1.1	1.7%	7.5%
Cc1cccc2sc(NNC(=O)c3ccc4c(c3)OCCO4)nc12	-4.2%	2.4%	6.8%	-13.2%	i	35.8	/	1.3	5.7%	3.1%
O=S(=O)(NC1CC1)c1ccc2c3c(cccc13)CC2	-0.1%	-1.4%	-0.5%	5.2%	i	54.1	-1.2%	1	0.2%	-0.2%
O=C(CSc1ccncc1)Nc1ccc2ccccc2c1	9.5%	4.0%	24.0%	5.9%	i	54.6	-0.9%	1	6.2%	21.0%
CCN1CCc2c(OCC(=O)Nc3ccc4c(c3)OCCO4)cccc2C1=O	-3.9%	/	4.1%	7.6%	i	60.0	-0.6%	1.1	7.2%	-4.2%
Cc1ccccc1C(=O)c1cccn1CC(=O)NCCCN1CC(C)CC(C)C1 (stereo not drawn)	/	0.9%	/	/	i	53.7	0.0%	/	-1.1%	/
O=C(Nc1nc2ccccc2[nH]1)c1cccc([N+](=O)[O-])c1	-4.4%	-0.9%	-7.7%	-1.1%	i	64.1	-0.2%	1.3	0.5%	-3.5%
Cn1c(-c2cccc([N+](=O)[O-])c2)cnc1NCc1cccc([N+](=O)[O-])c1	8.5%	-1.3%	-4.9%	4.8%	i	9.3	-0.9%	1	-2.2%	10.1%
COc1ccc(CNC(=O)CSc2nc3[nH]ncc3c(=O)n2-c2ccccc2Br)cc1	-0.6%	/	3.4%	0.7%	i	11.8	-0.8%	1	-0.6%	-2.1%
CC(C)CC(=O)NCCNC(=O)c1cc(OCC(F)(F)F)ccc1OCC(F)(F)F	-0.7%	0.4%	7.1%	-1.5%	i	55.6	-0.5%	1.1	0.7%	-4.5%
CC(=O)N1CCN(c2ccccc2NC(=O)c2ccc(C#N)cc2F)CC1	-10.4%	0.4%	6.7%	10.5%	i	32.3	0.7%	1.1	2.1%	-2.8%
Cc1cccc(CC2CC(=O)N(c3ccc(C)cc3Br)C2=O)c1 (stereo not drawn)	/	0.0%	/	/	i	58.1	0.0%	/	2.7%	/
CCCCNCCOc1ccccc1-c1ccccc1	-15.6%	2.2%[50 µM]	3.3%	1.1%	i	69.2	-1.9%	1.1	2.1%	-15.5%
CC1=NN(S(=O)(=O)c2ccc(F)cc2)C(=O)c2ccccc2O1	-7.0%	0.6%	-4.9%	-4.0%	i	38.4	0.3%	1.1	1.1%	-3.4%
COC(=O)C1=C(C)N(CCCC(=O)O)C(=O)NC1c1ccc2c(c1)OCO2 (stereo not drawn)	/	3.1%	/	/	i	26.9	0.1%	/	0.5%	/
NNC(=O)/C(=C\c1cccs1)NC(=O)c1ccccc1	2.0%	1.3%	19.9%	3.4%	i	30.3	0.5%	1.2	2.0%	-10.6%
Cc1cccc(NC(=O)Cn2nc([N+](=O)[O-])c(Br)c2C)n1	-10.1%	0.4%	-0.6%	-4.3%	i	12.2	-0.1%	1.1	0.2%	-3.4%
O=C(CCCn1c(=S)[nH]c2cc3c(cc2c1=O)OCO3)N1CCc2ccccc2C1	18.5%	-0.2%	5.6%	4.0%	i	35.3	0.7%	1.1	5.0%	15.0%
Cc1[nH]c(=O)[nH]c(=O)c1/C=C/C(=O)O	/	-0.1%	-6.4%	2.4%	i	26.1	0.1%	/	2.5%	/
O=S(=O)(c1ccc(N2CCCCCC2)nc1)N1CCCC1	3.7%	-0.8%	-0.7%	1.6%	i	57.0	-0.4%	1	0.3%	2.4%
COc1ccc(C(=O)N2CC3(CC(c4cccc(NC(=O)CC(c5ccccc5)c5ccccc5)c4)=NO3)C[C@H]2C(N)=O)cc1 (stereo partly drawn)	/	-0.7%	-3.8%	10.4%	i	22.0	-0.3%	/	-0.2%	/
COc1ccccc1C(=O)N1CCN(CCc2ccccc2)CC1	11.1%	4.8%	8.9%	6.5%	i	60.1	-0.5%	1.1	-0.2%	2.3%
CC(C)C(OC(=O)C1CCCO1)C(=O)NC1CCCC1 (stereo not drawn)	6.0%	4.2%	-5.1%	-0.2%	i	10.9	-0.1%	1.1	0.3%	7.5%
Cc1cccn2c(=O)c3cc(C(=O)NCc4ccco4)c(=N)n(C4CCCC4)c3nc12	/	0.1%	/	/	i	22.1	-0.3%	/	1.6%	/
CC(=O)Nc1ccc(S(=O)(=O)Nc2ccc(N3CCOCC3)c(F)c2)cc1	14.1%	-0.6%	3.5%	8.4%	i	33.5	0.3%	1.1	0.0%	15.0%
COC(=O)C(C)SC1=N/C(=C/c2ccc(-n3cncn3)cc2)C(=O)N1 (stereo not drawn)	/	0.1%	-1.5%	11.8%	i	25.7	-0.3%	/	-0.4%	/
Cc1ccc(N(C(=O)c2snc(C(N)=O)c2N)C(C(=O)NCCC(C)C)c2ccco2)cc1 (stereo not drawn)	12.3%	0.5%	6.0%	12.4%	i	51.3	-0.8%	1.1	-0.9%	11.9%
O=S(=O)(c1cccc(-c2csc(-c3ccccc3)n2)c1)N1CCOCC1	12.3%	-0.1%	-4.7%	-13.3%	i	23.8	-0.9%	1.1	28.4µM*	13.4%
CCc1[nH]nc2c1C(C1C=CCCC1)C(C#N)=C(N)O2 (stereo not drawn)	8.6%	0.2%	5.2%	2.0%	i	54.7	-0.5%	0.3	2.0%	5.1%
Cc1ccc(S(=O)(=O)N2CCCC(c3nnc4n3-c3ccccc3SC4)C2)cc1 (stereo not drawn)	14.1%	-0.3%	4.0%	4.2%	i	32.6	-0.4%	1.2	-0.8%	10.9%
O=C(c1cncc(Br)c1)N1CCN(c2ccc([N+](=O)[O-])cc2)CC1	-3.9%	4.2%	7.6%	8.7%	i	49.6	-1.0%	0.9	7.0%	10.2%
CNC(=O)COC(=O)COc1ccc2c(C)cc(=O)oc2c1	-19.0%	-0.1%	-0.9%	6.3%	i	46.0	0.6%	1.1	1.9%	-9.1%
Cc1nnsc1C(=O)NNS(=O)(=O)c1cc(C(F)(F)F)cc(C(F)(F)F)c1	/	0.8%	10.1%	-3.5%	i	56.5	0.0%	/	1.8%	/
CC(=O)Nc1ccc(NC(=O)C(=O)c2cn(CC(=O)N3CCCC3)c3ccccc23)cc1	/	0.3%	/	/	i	63.6	0.5%	/	0.4%	/
CCOC(=O)c1c(NC2=NS(=O)(=O)c3ccccc32)sc2c1CCCCC2	12.4%	3.3%	-0.8%	-4.8%	i	29.2	-0.6%	1.1	4.6%	18.1%
COc1ccc(NC(C)=O)cc1NC(=O)CSc1nnc(-c2ccc(F)cc2)n1N	-0.8%	0.7%	13.8%	12.4%	i	32.5	-0.3%	1.1	1.7%	-0.8%
Cc1ccc(C(=O)Nc2nc(C)c(C)s2)o1	3.0%	2.9%	11.3%	6.6%	i	29.0	-0.2%	1.2	0.1%	-0.7%
Cc1occc1C(=O)NNC1=CC(=O)CC(C)(C)C1	-2.0%	4.7%	-4.4%	4.3%	i	31.9	0.5%	1.1	0.4%	2.1%
CC1=C(C(=O)OCc2ccccc2)C(c2ccccc2OC(F)F)NC(=O)N1 (stereo not drawn)	3.0%	0.6%	0.5%	0.9%	i	35.0	0.0%	1.1	16.1%	3.7%
CC(=O)c1c(COC(=O)c2ccco2)nc2ccccc2[n+]1[O-]	-2.2%	0.3%	/	/	i	12.8	0.1%	1	1.8%	-10.4%
O=c1[nH]c2ccccc2cc1CN(Cc1cccnc1)S(=O)(=O)c1ccc([N+](=O)[O-])cc1	/	-0.2%	/	/	i	51.7	1.6%	/	0.1%	/
C[N+]1(CCn2ccc3ccccc32)CCCCC1	0.7%	i	8.1%	11.5%	i	44.7	0.5%	1.1	0.5%	2.2%

Sorted by SMILES length (low to high): part of the list above.
structure	human PMI inhibition	UTI89 phage lysis	P. falciparum M17LAP	M1AAP inhibition	T cell modulator	T cell modulator vesicle-bound %	West Nile virus CPE	TNAP activation fold	RSV CPE inhibition	PMI inhibition
O=C(c1ccccc1)c1c(O)cc(-c2ccccc2)oc1=O	-3.8%	1.2%	19.6%	9.1%	i	40.5	0.4%	1.1	0.9%	-1.4%
Cc1ccc(NS(=O)(=O)c2ccc(C)c(C(=O)N3CCOCC3)c2)cc1	/	1.3%[50 µM]	/	/	i	18.5	-0.7%	/	1.2%	/
COc1ccc(CNC(=O)CSc2nc3[nH]ncc3c(=O)n2-c2ccccc2Br)cc1	-0.6%	/	3.4%	0.7%	i	11.8	-0.8%	1	-0.6%	-2.1%
